Screens from PubChem.
PriA SSB inh: inhibitors of Klebsiella pneumoniae PriA binding to SSB C-terminal tail, primary screen, biochemical, AlphaScreen. PriA–SSB C-terminal tail interaction (Klebsiella pneumoniae). AlphaScreen SSBct-PriA binding, biotinylated peptide. inhibition, % at 33 µM. 430,000 compounds, 0.6% hits. AID 1272365, 2023; in the data active = inhibition mostly above about 37%, no sharp cut-off; inactive = mostly below about 20%;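 note: plate controls were negative control peptide for no effect and reference peptide for full effect; strong numbers were not always called active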
Active calls of the source: *; & = joins results of further samples. Some of the compounds tested, so the mix of outcomes need not match the whole.

smiles | PriA SSB inh
O=C1SC(Nc2ccc(F)cc2)C(=O)N1Cc1ccccc1 (configuration not stated) | -10
O=C(NN=Cc1ccc(N2CCOCC2)s1)c1ccccc1Cl | -13
O=C(NCCCc1ccccc1)C(=O)NCC1OCCCN1S(=O)(=O)c1ccccc1 (configuration not stated) | 8
O=C(CN1CCC(c2nnc(-c3ccoc3)o2)CC1)OCc1ccccc1 | 6
CS(=O)(=O)N1C2CCC1CC(NS(=O)(=O)CCc1ccccc1)C2 (configuration not stated) | -3
CC(C)C(=O)N1CCc2ccc(NS(=O)(=O)Cc3ccc(F)cc3)cc2C1 | 0
Cc1cc(C(=O)CSc2nnc3scc(-c4ccc(Cl)cc4)n23)c(C)n1-c1ccccc1F | -11
Cc1nn(C2CCS(=O)(=O)C2)c(C)c1N1CCN(C(=O)c2csc(-c3ccccc3)n2)CC1 (configuration not stated) | 8

In a second layout: results already given
Cc1cc(C(=O)CSc2nnc3scc(-c4ccc(Cl)cc4)n23)c(C)n1-c1ccccc1F
  PriA SSB inh: -11
CC(C)C(=O)N1CCc2ccc(NS(=O)(=O)Cc3ccc(F)cc3)cc2C1
  PriA SSB inh: 0
O=C1SC(Nc2ccc(F)cc2)C(=O)N1Cc1ccccc1 (configuration not stated)
  PriA SSB inh: -10
Cc1nn(C2CCS(=O)(=O)C2)c(C)c1N1CCN(C(=O)c2csc(-c3ccccc3)n2)CC1 (configuration not stated)
  PriA SSB inh: 8

Individual results from the entries so far:
Under PriA SSB inh, `O=C1SC(Nc2ccc(F)cc2)C(=O)N1Cc1ccccc1` (configuration not stated) has -10
Under PriA SSB inh, `O=C(NCCCc1ccccc1)C(=O)NCC1OCCCN1S(=O)(=O)c1ccccc1` (configuration not stated) has 8

More compounds:
smiles | PriA SSB inh
O=C(Nc1cc(OCc2ccc3c(c2)OCO3)ncn1)c1csc(-c2ccccc2)n1 | 1
CCOc1ccccc1-n1nnc2c(=O)n(Cc3nc(-c4ccc5c(c4)OCO5)no3)cnc21 | -13&-5
COCC1CCCN(CC(=O)Nc2ccccc2)C1 (configuration not stated) | -8
COc1cc(NC(=O)CSc2nccn(-c3ccc(F)c(Cl)c3)c2=O)cc(OC)c1 | 25
O=C(Nc1nc2c(s1)C(=O)CCC2)c1cnn2c1OCCC2 | 2
CC1CCc2c(sc(NC(=O)CCCS(=O)(=O)c3ccc(Cl)cc3)c2C#N)C1 (configuration not stated) | -3
C=CCON=C(C)c1ccc(Oc2cnccn2)cc1 | -20
COc1ccccc1CNC(=O)c1cc(-c2ccccc2)nc2c1c(C)nn2C1CCS(=O)(=O)C1 (configuration not stated) | 7
COCc1cc(=O)n2[nH]c(N3CCN(C(=O)CCc4ccccc4)CC3)nc2n1 | 1
Cc1cc(OCCCC(=O)Nc2nc(C)c(C)s2)cc(C)c1Cl | -11
O=C1NC(=S)N/C1=C/c1ccc(N2CCCC2)c(F)c1 | 4
COc1ccc(-c2csc3c(=O)n(Cc4cc(C)ccc4C)cnc23)cc1OC | -10
Cc1ccc2occ(C=NNC(=O)c3ccc(Cl)cc3)c(=O)c2c1 | 4
Cc1c(F)cccc1NC(=O)N1CCN(c2ccc(-n3cccc3)nn2)CC1 | 9
O=S(=O)(NCC1CCN(c2cnccn2)CC1)c1cccs1 | 9
Cc1ccc(-c2csc3ncnc(N4CCN(c5ccc(Cl)c(Cl)c5)CC4)c23)cc1C | -5
O=[N+]([O-])c1ccc(C=NNS(=O)(=O)c2ccc(F)cc2)o1 | -6
CS(=O)(=O)N1CCN(c2ccc(-c3ccccn3)nn2)CC1 | 77*
O=C(O)/C=C/c1ccc(S(=O)(=O)NCCCC(=O)O)cc1 | -11
CS(=O)(=O)N1CC(C(=O)N2CCN(C(=O)c3ccco3)CC2)C1 | 80*
COc1cn2c(cc1=O)C(=O)N(CCNC(=O)C1CC1)CC2 | -10&-7
CCCC(=O)Nc1cc(-c2cn3nc(OC)ccc3n2)ccc1OC | -10
O=C(C(=CO)N=Nc1ccccc1)c1cccs1 | -8
Cc1nc2ccccn2c1C(=O)N(CCc1cccs1)C1CC1 | -8
O=C(OCn1nnc2ccccc2c1=O)c1ccccc1C(F)(F)F | -12
CCc1ccccc1NC(=O)c1cc2c(cc1Br)OCCO2 | 2
NCc1[nH]nc2cc(F)ccc12 | -10
COC(=O)C1CCN(C(=O)C(=O)Nc2c3c(nn2-c2ccc(Cl)cc2)CSC3)CC1 | 9
Cc1[nH]n(-c2ccc(Cl)cc2)c(=O)c1C=Nn1c(C)nc2ccccc2c1=O | -18
O=S(=O)(NC1c2cccc3cccc(c23)C1Sc1nnnn1-c1ccccc1)c1ccccc1 (configuration not stated) | 10
CC1(C)C(=O)NCCN1C(=O)C(c1ccccc1)c1ccccc1 | -8
COC(=O)c1ccc(Cn2cnc(-c3ccc(F)cc3)cc2=O)o1 | -14
N#C/C(=C/c1ccc(-c2ccc(Cl)c(Cl)c2)o1)C(=O)Nc1ccccc1I | 11
Cc1cc(C(=O)NN=Cc2cccc(OC(=O)c3ccco3)c2)n[nH]1 | -5
Cc1ccc(-c2ccc(C=Nn3cnnc3)o2)c(Br)c1 | 4
O=c1oc2cc(OCC(O)Cn3cnc4ccccc43)ccc2c2c1CCC2 (configuration not stated) | 0
COc1cccc(-c2cc3c(SCc4cc(C)ccc4C)nccn3n2)c1 | -8
Cc1nnc(NC(=O)CN2CCC(c3nnc(-c4ccsc4)o3)CC2)s1 | 9
CS(=O)(=O)N1CCN(C(=O)C2CSCCC(=O)N2)CC1 (configuration not stated) | -16
CC(=O)O[C@H](COc1cccc2cccnc12)Cn1c2ccccc2c2ccccc21 | 9
COc1ccc(CNC(=O)Nc2cc(C(C)(C)C)nn2-c2nc3c(c(=O)[nH]2)CCC3)cc1OC | -13
CCCc1nnsc1C(=O)NC(c1cccnc1)C1CCOCC1 (configuration not stated) | -9
O=C(CC1CCCCC1)NCCCn1nc(-c2ccc(Cl)cc2)ccc1=O | -12&2
COc1ccc(OC)c(-c2cc(C(=O)NCCCc3cnc4cc(C)nn4c3)n(C)n2)c1 | 12
NCC1CCN(c2nc3ccccc3o2)CC1 | -5
CC(=NNC(=O)c1ccc(NN=C(C)c2ccc(O)cc2)cc1)c1ccc(O)cc1 | -13
CCC(=O)Nc1nnc(SCc2cc(=O)c(OC(=O)c3cccs3)co2)s1 | 3
Cc1cc2cccnc2c2ncccc12 | 163*
COc1ccc2sc(N(C[C@H]3CCCO3)C(=O)C3CC3)nc2c1 | -19
CC(=NNC(=S)NCc1ccccc1)c1ccc(Cl)cc1 | 13
Cc1cc(F)ccc1S(=O)(=O)N1CCCOC1CNC(=O)C(=O)NCc1ccccc1Cl (configuration not stated) | 3
COc1ccc(C=NNC(=O)c2ccc(N3CCCC3=O)cc2)cc1 | 5
CCCCC(=O)Nc1nc2c(OC)ccc(C)c2s1 | -3
Cc1ccc(/C=N\NC(=O)CNC(=O)COc2ccc(Cl)cc2)o1 | -14
NS(=O)(=O)c1ccc(CCNC(=O)Cc2csc(NC(=O)Nc3ccccc3)n2)cc1 | 11
Cn1c(=O)n(Cc2ccc(F)cc2)c(=O)c2c(N3CCN(C(=O)C4CC4)CC3)ccnc21 | -8

Next section.
smiles | PriA SSB inh
COc1ccc(N2CCN(C(=O)C(=O)Nc3cc(Cl)ccc3C#N)CC2)cc1 | 9
O=C(CCS(=O)(=O)c1ccccc1)N(Cc1cccs1)C1CCOCC1 | -15
O=C(Cn1c(=O)oc2ccccc21)N1CC(S(=O)(=O)c2ccc(F)cc2)C1 | -2
OC(COC12CC3CC(CC(C3)C1)C2)CN1CCN(c2cccc(C(F)(F)F)c2)CC1 (configuration not stated) | 10
O=C(CSc1nnc(NC(=O)C2CC(=O)N(c3ccc(F)cc3)C2)s1)Nc1ccc([N+](=O)[O-])cc1 (configuration not stated) | -14
Cc1cccc(NC(=O)CON=Cc2ccc3c(c2)OCO3)c1 | -27
O=c1[nH]c(=S)c2c(n1Cc1cccnc1)CCCC2 | -6
CCSc1ccccc1C(=O)NC[C@@](C)(O)Cc1ccco1 | -3
COC[C@@](C)(O)CNC(=O)c1ccc(C(=O)OC)cc1 | -11
CS(=O)(=O)NC[C@@H](c1ccc2c(c1)OCO2)N1CCN(c2ccccc2)CC1 | 6
O=C(CCC(=O)Nc1ccc(F)cc1)NN=Cc1cccs1 | -29
O=C(CSc1nnc(COc2ccccc2)n1Cc1ccccc1)c1ccc(Br)cc1 | -5
COc1ccc(-n2ccnc(SCC(=O)c3ccc(C)cc3C)c2=O)cc1 | -4
O=C(Nc1ccc2ccccc2c1)N1C[C@H]2C[C@H](C1)c1cccc(=O)n1C2 | -1
COc1cccc(C(=O)Nc2ccc3c(c2)CN(C(=O)c2ccccc2)CC3)c1OC | 7
Cc1ccc(C=NNC(=O)c2nnn(-c3nonc3N)c2CSc2ccccc2)s1 | 3
COCCN1CCCc2ccc(NS(=O)(=O)c3ccc(C)cc3C)cc21 | 20
Cn1ccc(C(=O)N(Cc2ccccc2)c2nc3c(F)cc(F)cc3s2)n1 | -18
O=C1C2C3c4ccccc4C(c4ccccc43)C2C(=O)N1/N=C\c1ccco1 (configuration not stated) | -12
O=C(NCC1CCN(S(=O)(=O)c2cccnc2)CC1)C(=O)Nc1cc(F)ccc1F | -9
COc1ccc(OC)c2sc(N3CCN(C(=O)C(C)C)CC3)nc12 | -6
CC(CC(=O)NC1CCCCC1)=NNC(=O)c1ccc(Br)cc1 | -6
CCN(CC)c1ccc(C=NN2CCN(Cc3ccccc3Cl)CC2)c(O)c1 | 22
CC(=NNC(=O)Cc1cccn1C)c1cccs1 | 0
Cc1ccc(OCCn2c(CN3CCCCC3)nc3ccccc32)cc1C | -3&9
O=C(Cc1cccs1)N1CCC[C@@H]1CS(=O)(=O)c1ccccc1 | -3
NC(=O)NN=Cc1ccc(-c2ccc(S(=O)(=O)Nc3ncccn3)cc2)o1 | -7
Cc1cccc(CC(=O)NCCOc2ccc(F)cc2)c1 | 5
CNC(=S)NN=C(C)c1cccc(C(F)(F)F)c1 | -5
COc1cc(C)c(C)cc1S(=O)(=O)NCC(c1ccc(N(C)C)cc1)N1CCc2ccccc21 (configuration not stated) | -13
O=C(Nc1nnc(SCC(=O)N2CCN(c3ccccc3)CC2)s1)c1ccc2c(c1)OCO2 | -3
O=C(NN=C1CCCc2ccccc21)c1cccc(Br)c1 | -15
N#Cc1cnn(-c2nnc(-c3ccc(F)cc3)c3ccccc23)c1N | -6
CCOC(=O)c1cccc(NC(=O)Cn2ccn3nc(-c4ccc(C)cc4)cc3c2=O)c1 | -17
COc1ccc(C=NN=C2C(=O)Nc3ccccc32)cc1O | -7
Cc1cc(Br)ccc1NC(=O)c1c[nH]c(=O)n(C)c1=O | -4
CCS(=O)(=O)C1CN(C(=O)c2ccc3ncsc3c2)C1 | -2
CC(C)(C)c1cc[n+](-c2[nH]c(=O)sc2C=NN=C([O-])c2cccnc2)cc1 | 4
CN(CCO)CC1COCCN1C(=O)c1ccc(Cl)s1 (configuration not stated) | -18
CCOc1ccccc1NC(=O)CSc1nccn2nc(-c3ccc(CC)cc3)cc12 | -16
O=C(NCCn1ncc2c(=O)n(Cc3cccc(F)c3)cnc21)c1ccco1 | 6
CCS(=O)(=O)Nc1ccc(C2=NN(C(=O)c3cccs3)C(c3c(F)cccc3Cl)C2)cc1 (configuration not stated) | -10
O=C(c1ccc(CNS(=O)(=O)c2cccc(Cl)c2)cc1)N1CCN(c2ccccc2F)CC1 | -18&-15
O=C(Nc1nnc(Cc2ccc(Cl)s2)o1)c1cc2ccccc2oc1=O | -9
COc1ccccc1S(=O)(=O)N1CCC(c2nnc(C(F)(F)F)o2)CC1 | -9
CC(C)S(=O)(=O)c1ccc(Cc2nnc(NC(=O)C3=COCCO3)o2)cc1 | -2
CS(=O)(=O)c1ccccc1C(=O)N(CCCN1CCOCC1)c1nc2c(F)cc(F)cc2s1 | -15
CNC(=O)c1c(NC(=O)c2ccc([N+](=O)[O-])o2)sc2c1CCC2 | 2
CN1CCN(c2cc(OCCNC(=O)Cn3nc(-c4ccc5c(c4)OCO5)ccc3=O)ncn2)CC1 | -14
O=C1CN(C(=O)c2ccccc2I)C(c2ccccc2)c2cc(Cl)ccc2N1 (configuration not stated) | -8
Cn1c(=NC(=O)CN2C(=O)c3ccccc3C2=O)sc2cc3c(cc21)OCO3 | -1
COc1ccc(Cl)cc1S(=O)(=O)NCCn1nc(-c2cccs2)ccc1=O | 16
Cc1cc(S(=O)(=O)NCCOc2cccc(C(F)(F)F)c2)ccc1F | -33
COC(=O)C1CC(Oc2ccccc2F)CN1C(=O)C1(c2cccs2)CCCC1 (configuration not stated) | -5
COCCN1C(=O)C2C(c3ccc(O)c(OC)c3)NN(C)C2C1=O (configuration not stated) | -12
Cn1cnc(S(=O)(=O)NCCNC(=O)c2ccc3nsnc3c2)c1 | -2

(next part)
smiles | PriA SSB inh
CCCN1CCCc2cc(CCNS(=O)(=O)c3ccc4c(c3)OCCO4)ccc21 | 67*
Cc1ccc2cccc(C(=O)NCc3cncc(-c4ccsc4)c3)c2n1 | -8
COc1ccc(Cl)c2sc(N3CCN(C(=O)c4ccccc4Oc4ccccc4)CC3)nc12 | 5
Cc1noc(C)c1[C@H]1NCCn2cccc21 | -11
Cc1nsc(C(=O)N2CCN(c3cccc(C(F)(F)F)c3)CC2)n1 | -5
COc1ccc(CNC(=O)CC(C)=NNC(=O)c2ccccc2OC)cc1 | -7
O=C(NNC(=O)c1ccccc1C(F)(F)F)c1ccc(=O)n(Cc2ccc(Cl)cc2)c1 | -17

Two entries from above, as labelled records:
molecule: COc1ccc(CNC(=O)CC(C)=NNC(=O)c2ccccc2OC)cc1
  PriA SSB inh: -7
molecule: O=C(NNC(=O)c1ccccc1C(F)(F)F)c1ccc(=O)n(Cc2ccc(Cl)cc2)c1
  PriA SSB inh: -17
